Bioassay records as filed in PubChem BioAssay.
aDG glyco up: alpha-DG glycosylation activation | Pro5-aDG cells, alpha-DG glycosylation AlphaScreen (IIH6); 0% Pro5, 100% B10-LARGE cell signal | activation, % at 10 µM | 360,000 tested, 0.22% active;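 active = activation of at least 8% versus controls, or a plate z-score of at least 8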;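 also: Pro5 are CHO cells carrying HIG-tagged alpha-DG that lacks glycosylation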
ABCB6 inh MLPCN: human ABCB6 transporter inhibition. K562-ABCB6 porphyrin accumulation, flow cytometry, 1 h; hits give low values. 360,000 tested, 0.19% active. fluorescence ratio to DMSO, % at 10 µM. Q9NP58. AID 602162;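 active = fluorescence ratio to DMSO below 75%, the collection mean minus 3 SD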;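 also: signal is porphyrin accumulated inside mitochondria; 100% equals median channel fluorescence of DMSO control wells; lower ratio means ABCB6 inhibition with less porphyrin fluorescence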
N-glyco inh: blocks N-linked glycosylation in D54 reporter cells | AID 588692 | D54 ERlucT glycosylation luciferase reporter, 24 h; percent of 100 nM tunicamycin response | reporter increase, % at 12.5 µM | 360,000 tested, 0.23% active;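 active = mean luciferase reporter signal, scaled so untreated is 0 and the glycosylation-blocking control 100, at or above a set limit in every replicate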;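 also: luciferase carries N-glycosylation sites so blocking glycosylation raises the light; 0% = median of neutral control wells and 100% = median of 100 nM tunicamycin wells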
CaV13 ICDI inh: Primary screen for inhibitors of IQ motif and Ca2+-dependent inactivation inhibitor domain binding in CACNA1D, Förster resonance energy transfer in living cells, …; inhibition, % at 12.3 µM; HEK cells, CFP/YFP FRET ICDI-IQ, plate reader, 10 min; percent FRET-ratio fall versus neutral wells; 340,000 tested, 0.098% active;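 active = mean replicate inhibition of at least 30% and at least 1% of replicates passing that level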;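 also: 0% = median of the neutral control wells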
Vif imaging: inhibitors of HIV Vif; 340,000 tested, 0.35% active; HEK293T cells, Vif self-association by quenched fluorescence, imaging, 24 h; inhibition, % at 7.49 µM; in the data active = inhibition above about 50%, passing the limit was not always enough; also: some results filed as inactive read as strong as hits
iPSC survival up: increases survival of single human iPS cells; AID 602274; 360,000 tested, 0.044% active; survival enhancement, % at 20 µM; hiPSC single-cell survival, ATPlite luminescence; 100% = ROCK inhibitor wells, 0% = DMSO; in the data active = survival enhancement above about 18%;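 also: cells exposed to compounds for 16 hours before the ATP read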
H9c2 protect: myocardial damage modulation in H9c2 cells; AID 588492; 360,000 tested, 0.63% active; H9c2 cardiomyocytes, H2O2 injury protection, ATPLite, 2 h; protection from H2O2 cell death, % at 20 µM;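 active = compounds giving at least 50% protection of heart cells from peroxide-induced death in the single-dose screen, raw or plate-pattern-corrected value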;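 also: 0% = DMSO wells with peroxide and 100% = DMSO wells without peroxide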
Exocytosis inh: lytic granule exocytosis inhibition | TALL-104 LAMP-1 surface exposure, flow cytometry; cells stimulated with thapsigargin and PMA | 360,000 tested, 0.66% active | inhibition, % at 10 µM;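 active = inhibition above about 55%, limit read from the data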
m5-HT2A agonist: activates the mouse 5-HT2A serotonin receptor | CHO-K1 mHTR2A beta-arrestin complementation, luminescence; percent of 30 µM serotonin response | activation, % at 7.6 µM | 360,000 tested, 0.66% active | AID 624169;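 active = activation above a run cutoff, the mean activation of all tested compounds plus 3 SD, cut at about 14% in these data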;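 also: 0% = plate median of compound wells and 100% = 30 µM serotonin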
Target sequence (P35363 whole entry, looked up): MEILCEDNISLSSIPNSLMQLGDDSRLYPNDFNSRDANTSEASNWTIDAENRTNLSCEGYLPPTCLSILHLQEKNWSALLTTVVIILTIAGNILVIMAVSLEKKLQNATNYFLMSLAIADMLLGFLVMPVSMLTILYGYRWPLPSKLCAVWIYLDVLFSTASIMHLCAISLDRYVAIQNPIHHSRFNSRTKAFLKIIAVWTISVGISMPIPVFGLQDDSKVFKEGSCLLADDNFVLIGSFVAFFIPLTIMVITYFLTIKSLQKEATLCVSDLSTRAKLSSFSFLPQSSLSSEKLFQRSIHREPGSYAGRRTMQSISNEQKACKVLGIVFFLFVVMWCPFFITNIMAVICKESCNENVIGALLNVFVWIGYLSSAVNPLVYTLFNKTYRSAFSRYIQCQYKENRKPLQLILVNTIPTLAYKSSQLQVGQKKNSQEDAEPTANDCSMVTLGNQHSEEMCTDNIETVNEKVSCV
PDI turbidity: PDI (human) enzyme inhibition; P07237; PDI insulin aggregation turbidity, A650, 90 min; AID 588391; inhibition, % at 10 µM; 350,000 tested, 0.052% active;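 active = mean inhibition across replicates of 30% or more, whatever share of single replicates reach that level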;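 also: absorbance from insulin aggregation driven by PDI reduction with DTT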
Target sequence (P07237 whole entry, looked up): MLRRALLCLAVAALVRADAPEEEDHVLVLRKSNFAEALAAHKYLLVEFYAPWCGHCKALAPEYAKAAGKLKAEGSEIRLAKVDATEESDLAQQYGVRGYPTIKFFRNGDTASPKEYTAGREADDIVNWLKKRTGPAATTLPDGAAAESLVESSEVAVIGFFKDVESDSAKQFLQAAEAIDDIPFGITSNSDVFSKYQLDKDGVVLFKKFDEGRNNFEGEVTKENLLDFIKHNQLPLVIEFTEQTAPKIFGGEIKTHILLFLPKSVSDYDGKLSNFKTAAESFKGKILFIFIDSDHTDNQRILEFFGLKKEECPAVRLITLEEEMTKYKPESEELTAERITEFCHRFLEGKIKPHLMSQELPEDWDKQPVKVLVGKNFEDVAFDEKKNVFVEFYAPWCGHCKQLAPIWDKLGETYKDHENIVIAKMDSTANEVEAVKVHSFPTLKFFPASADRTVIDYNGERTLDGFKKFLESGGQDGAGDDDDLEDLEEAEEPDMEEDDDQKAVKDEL
Starred values were filed as active, the others as inactive; x = not tested or not shown.

SMILES | aDG glyco up | ABCB6 inh MLPCN | N-glyco inh | CaV13 ICDI inh | Vif imaging | iPSC survival up | H9c2 protect | Exocytosis inh | m5-HT2A agonist | PDI turbidity
CCOc1ccc(N(C(C)=O)c2nc(C)cc(C)c2C#N)cc1 | 0.0 | 98 | 0 | x | -2 | 0.5 | 10 | 0 | 1 | -1
O=C(CSc1nnc(-c2ccco2)n1Cc1ccccc1)c1ccccc1 | 0.9 | 88 | -1 | -1 | x | -2.7 | 2 | -2 | -3 | -1
O=C(c1ccco1)N1CCN(CCOCCOc2cccc3ccccc23)CC1 | 0.5 | 89 | -1 | x | 9 | 1.3 | 5 | -2 | 8 | -1
COCCCNCCCCOc1cccc(Br)c1 | 0.5 | 93 | -3 | -5 | 15 | -1.7 | 5 | 8 | -2 | 3
CCCCN1CC(COCc2ccccc2)Oc2cccc(OCc3ccc(OC)cc3)c2S1(=O)=O (centres undefined) | -0.2 | 91 | -1 | -6 | 1 | -1.2 | -8 | -2 | 2 | 13
Cc1nc(C(F)(F)F)ccc1C(=O)N1CCCCC1 | 0.1 | 98 | 2 | -5 | 4 | -0.4 | 2 | 15 | 7 | 5
COC(=O)Oc1ccc(/C=N/NC(=O)CSCc2ccc(Cl)cc2)cc1OC | 2.3 | 100 | -1 | -3 | 0 | -1.5 | -17 | 0 | -4 | -4
O=C(CNC(=O)c1cccs1)NCC(=O)OCC(=O)c1ccccc1 | 0.0 | 98 | 0 | -3 | 7 | -0.4 | 4 | -5 | 7 | -23
CS(=O)(=O)N(Cc1ccccc1)c1ccccn1 | -0.3 | 93 | 4 | -7 | x | -0.9 | -2 | -2 | -3 | -14
O=C(COc1ccccc1[N+](=O)[O-])N/N=C/c1ccc(OC(=O)c2ccco2)cc1 | -0.1 | 99 | -1 | -5 | 4 | 2.0 | 37 | -8 | -2 | 3
Cc1sc2nc(SCC(=O)NCc3ccco3)n(Cc3ccccc3)c(=O)c2c1C | 0.0 | 90 | -1 | x | 10 | 2.2 | 8 | 1 | -1 | 3
Cc1ccc(CNC(=O)Cn2cncn2)cc1 | -0.1 | 102 | 2 | -6 | 3 | -0.3 | 3 | 5 | 2 | -1
CCOC(=O)c1c(NC(=O)CN2CCCc3ccccc32)sc(C)c1C | 0.3 | 93 | 12 | -4 | -3 | 1.8 | -15 | -3 | 0 | -1
CCN(CC)S(=O)(=O)c1ccc(-c2nnc(SCC(N)=O)n2CC)cc1 | -0.2 | 100 | 1 | -2 | -2 | 2.4 | -2 | 1 | -1 | -1
CCOC(=O)CSc1nc(COc2ccccc2)nc2ccccc12 | -0.3 | 106 | -1 | -3 | 1 | -0.6 | 1 | -4 | -1 | -7

10 entries from above, in CSV form.
SMILES,aDG glyco up,ABCB6 inh MLPCN,N-glyco inh,CaV13 ICDI inh,Vif imaging,iPSC survival up,H9c2 protect,Exocytosis inh,m5-HT2A agonist,PDI turbidity
O=C(CSc1nnc(-c2ccco2)n1Cc1ccccc1)c1ccccc1,0.9,88,-1,-1,x,-2.7,2,-2,-3,-1
O=C(c1ccco1)N1CCN(CCOCCOc2cccc3ccccc23)CC1,0.5,89,-1,x,9,1.3,5,-2,8,-1
COCCCNCCCCOc1cccc(Br)c1,0.5,93,-3,-5,15,-1.7,5,8,-2,3
CCCCN1CC(COCc2ccccc2)Oc2cccc(OCc3ccc(OC)cc3)c2S1(=O)=O (centres undefined),-0.2,91,-1,-6,1,-1.2,-8,-2,2,13
Cc1nc(C(F)(F)F)ccc1C(=O)N1CCCCC1,0.1,98,2,-5,4,-0.4,2,15,7,5
COC(=O)Oc1ccc(/C=N/NC(=O)CSCc2ccc(Cl)cc2)cc1OC,2.3,100,-1,-3,0,-1.5,-17,0,-4,-4
O=C(CNC(=O)c1cccs1)NCC(=O)OCC(=O)c1ccccc1,0.0,98,0,-3,7,-0.4,4,-5,7,-23
CS(=O)(=O)N(Cc1ccccc1)c1ccccn1,-0.3,93,4,-7,x,-0.9,-2,-2,-3,-14
O=C(COc1ccccc1[N+](=O)[O-])N/N=C/c1ccc(OC(=O)c2ccco2)cc1,-0.1,99,-1,-5,4,2.0,37,-8,-2,3
Cc1sc2nc(SCC(=O)NCc3ccco3)n(Cc3ccccc3)c(=O)c2c1C,0.0,90,-1,x,10,2.2,8,1,-1,3

Next part
SMILES | aDG glyco up | ABCB6 inh MLPCN | N-glyco inh | CaV13 ICDI inh | Vif imaging | iPSC survival up | H9c2 protect | Exocytosis inh | m5-HT2A agonist | PDI turbidity
OC(COc1ccc(F)cc1)CN1CCN(CC(O)COc2ccc(F)cc2)CC1 (centres undefined) | 0.1 | 96 | -1 | -14 | 0 | 0.2 | -2 | 19 | -8 | -2
O=C(NCCc1ccccc1)c1ccc2[nH]c(=O)c(=O)[nH]c2c1 | 0.3 | 102 | 2 | -7 | 0 | 0.0 | 2 | 0 | 3 | -2
O=C(c1ccc(S(=O)(=O)NCc2ccco2)cc1)N1CCN(c2ccc(F)cc2)CC1 | 1.4 | 101 | -2 | -2 | 6 | 0.2 | -1 | -1 | 2 | 9
NS(=O)(=O)c1ccc2nc(-c3ccccc3)c(-c3ccccc3)nc2c1 | 0.0 | 96 | 0 | -3 | 8 | 0.2 | 6 | 8 | -5 | -12
Cc1cccc(CC(=O)OCn2nnc3ccccc3c2=O)c1 | -0.2 | 96 | -1 | -6 | -1 | -1.5 | 6 | -7 | 6 | x
O=S(=O)(Nc1ccc(O)c2ccccc12)c1cccs1 | 2.7* | 98 | 5 | -4 | 8 | -0.6 | -15 | -1 | -7 | 12
COC(=O)c1c(N2C(=O)CC(Sc3ncccc3C(=O)O)C2=O)sc(C)c1C (centres undefined) | 0.2 | 98 | 0 | -3 | -10 | -0.3 | 3 | 3 | -2 | 8
COC(=O)c1ccc(CSc2nc3sc(C)c(C)c3c(=O)[nH]2)cc1 | -0.1 | 96 | 0 | -2 | -20 | -0.5 | -8 | -2 | -2 | 6
COc1cc(NCCCn2cnc3c(OCc4ccccc4)ncnc32)cc(OC)c1OC | -0.2 | 98 | 1 | -6 | x | 0.9 | 8 | 0 | 0 | -9
CCC(=O)Nc1nnc(Cc2ccccc2)s1 | 0.1 | 96 | 1 | -4 | 16 | 0.1 | 3 | -1 | -3 | 7
COc1ccc(C(=O)c2cnc3cc4c(cc3c2C)OCO4)cc1 | 0.9 | 99 | 4 | -5 | -15 | -0.5 | -10 | 2 | 2 | -3
COC(=O)c1ccc(NC(=S)Nc2ccccn2)cc1 | 0.0 | 115 | 0 | x | -2 | -1.0 | -6 | -2 | 4 | 8
CC(=O)c1ccc(NC(=O)Cn2cnc(S(=O)(=O)N3CCOCC3)c2)cc1 | -0.1 | 102 | 3 | -7 | 1 | 0.5 | -3 | 3 | 1 | -14
CCC(CC)C(=O)Nc1nnc(S(=O)(=O)Nc2ccc(OC)cc2)s1 | 0.3 | 94 | 1 | -21 | x | -0.5 | 0 | -9 | -2 | -4
CC(C)(CSc1ccccn1)NS(=O)(=O)c1ccc(Cl)cc1 | 0.1 | 100 | 0 | -4 | -2 | -0.5 | -5 | -1 | -6 | -5
COc1cccc(-c2nc3ccc(C(=O)N4CCCC(O)C4)cc3o2)c1 (centres undefined) | -0.4 | 97 | x | -2 | x | -0.4 | 1 | 5 | 6 | 16
CC(c1ccccc1)N(C)C(=O)CSc1nnc(C2CC2)n1C1CC1 (centres undefined) | 0.1 | 100 | 1 | -4 | 1 | -2.0 | 8 | 18 | 7 | -4
COc1ccc(S(=O)(=O)N(C)C)cc1NC(=O)CN1C(=O)NC2(CCCC2)C1=O | 0.1 | 102 | -1 | -3 | -5 | -0.4 | 5 | -6 | 5 | 3
CCc1ccc2[nH]c(=O)c(CN(Cc3ccco3)C(=S)NCC3CCCO3)cc2c1 (centres undefined) | 0.2 | 93 | 2 | 4 | -2 | 2.9 | -10 | -2 | -2 | -2
Cc1ccc(C)c(N2CN(Cc3ccco3)CNC2=S)c1 | 0.0 | 99 | -1 | -6 | -5 | 0.5 | 2 | 51 | 3 | 0
CC1CCCN(C(=O)COC(=O)c2cc(-c3cccs3)nn2-c2ccccc2)C1 (centres undefined) | -0.1 | 92 | -1 | -6 | 7 | 1.0 | 2 | -4 | 4 | 0
CN=C(Nc1ccccc1)SC1CC(=O)N(c2cccc(OC)c2)C1=O (centres undefined) | -0.5 | 102 | 0 | -19 | -6 | 1.6 | 14 | -19 | 1 | 0
O=C1CCC2(CC1)NC(=O)N(c1ccccc1)N2 | -0.1 | 102 | 1 | -3 | 2 | -0.6 | -4 | 2 | 9 | -1
O=C(NC1CCCCC1)c1cc2ccccc2cc1O | -0.1 | 88 | 0 | -5 | -12 | 0.7 | -8 | -3 | -1 | 2
COc1ccc(/C=C2\SC(=O)N(CC(=O)NNC(=O)c3ccccc3O)C2=O)cc1OC | -0.1 | 99 | 0 | -3 | -4 | -0.7 | 11 | -2 | -3 | 0
O=[N+]([O-])c1ccccc1/C=N\N1CCN(c2ccccc2)CC1 | -0.6 | 98 | 2 | -7 | 13 | 0.7 | -10 | 0 | -1 | 1
CCOc1cc(/C=N/NC(=O)C(C)Sc2ccccc2)ccc1O (centres undefined) | 0.1 | 104 | 0 | -2 | 0 | -0.7 | -1 | 12 | -6 | -5
C[C@H](CO)N1C[C@H](C)[C@@H](CN(C)S(=O)(=O)c2cccs2)Oc2ccc(NC(=O)NC3CCCCC3)cc2C1=O | 0.1 | 97 | 1 | -10 | -1 | -2.7 | 4 | -2 | 3 | 6
O=C(NC1CCCCC1)C1CCC(CNS(=O)(=O)c2ccccc2)CC1 (centres undefined) | 0.0 | 98 | 0 | -21 | -17 | 0.7 | -1 | 7 | -3 | -1
O=C(NCCc1ccc(Cl)cc1Cl)c1cncc(Br)c1 | 0.1 | 88 | -1 | -4 | 2 | -0.1 | -3 | 8 | -2 | -8
COc1ccc(-c2ccnc(SCC(=O)N3CCOCC3)n2)cc1 | 0.2 | 96 | 2 | -5 | -2 | 4.2 | 4 | -3 | -5 | 0
COC(=O)c1ccc(C(=O)OCc2nc3cc4ccccc4cc3[nH]2)cc1 | 0.0 | 97 | 2 | x | -14 | 3.7 | 1 | -3 | -8 | 0
COc1cccc(-c2nc(CSCC(=O)N3CCc4ccccc43)c(C)o2)c1 | 0.0 | 99 | 0 | -4 | -16 | -2.7 | -2 | 2 | 0 | 10
Cc1ccc(C2Nc3ccccc3C(=O)N2CCCN2CCOCC2)cc1 (centres undefined) | 0.0 | 103 | 1 | -4 | -4 | -0.6 | 2 | 2 | 3 | 0
O=C(COC(=O)c1cccnc1Cl)NCCC1=CCCCC1 | -0.2 | 102 | 1 | 5 | -5 | 0.2 | 2 | 48 | 2 | 3
